Compound activity as filed in PubChem BioAssay.
FXIa inh 1536: blocks human coagulation factor XIa protease activity. 0.14% of 220,000 active. purified FXIa, Boc-Glu-Ala-Arg-AMC fluorogenic substrate. AID 798. P03951. inhibition, % at 5 µM;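 active means inhibition of at least 40%; inactive means inhibition below 40%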;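 further: fluorescence of freed AMC excited at 355 nm; 0% = enzyme without compound and 100% = no enzyme blank; many of its hits are not listed in these tables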
hK5 inh: blocks human kallikrein 5 protease activity. Q9Y337. recombinant hK5, fluorogenic AMC substrate cleavage. inhibition, % at 5 µM. 0.59% of 210,000 active;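 active means inhibition of 40% or more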;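 further: 0% = enzyme controls without compound and 100% = no-enzyme blanks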
p97 inhibitor: inhibitors of human p97 ATPase; 0.42% of 220,000 active; inhibition, % at 8 µM; AID 1481; recombinant p97 ATPase, Kinase-Glo ATP luminescence, 3 h; in the data active means inhibition above about 15%;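 further: 0% = DMSO vehicle and 100% = wells lacking enzyme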
Rad51 HR inh: blocks human Rad51 in homologous recombination; Q06609; inhibition, % at 10 µM; 0.085% of 200,000 active; hRad51 DNA strand exchange, fluorescence dequenching;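 active means inhibition above 40% at the single screening dose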;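 further: 0% = DMSO control wells and 100% = blanks with heterologous ssDNA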
Target sequence (Q06609 whole entry, looked up): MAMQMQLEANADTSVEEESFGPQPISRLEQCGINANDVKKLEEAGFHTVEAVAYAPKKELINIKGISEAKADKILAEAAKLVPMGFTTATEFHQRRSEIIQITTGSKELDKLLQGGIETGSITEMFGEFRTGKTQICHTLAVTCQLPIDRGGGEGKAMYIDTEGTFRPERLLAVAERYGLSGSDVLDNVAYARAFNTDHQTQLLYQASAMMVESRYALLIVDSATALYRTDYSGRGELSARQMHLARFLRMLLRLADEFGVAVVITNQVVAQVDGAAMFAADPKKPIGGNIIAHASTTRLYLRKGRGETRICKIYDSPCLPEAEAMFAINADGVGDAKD
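Assay system: Human Rad51 nucleoprotein filaments preassembled on unlabelled ssDNA | Reagent: Donor/quencher-labelled 47-bp dsDNA substrate | Doses: One concentration, 10 µM final | Times: 37 °C 15-min filament assembly, 30-min compound preincubation, 15-min exchange | Technique: Fluorescein emission 520 nm, excitation 485 nm | Benchmarks: Plate control and blank wells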
Wee1 degr inh: human Wee1 degradation inhibition, primary screen. reporter increase, % at 5 µM. AID 1321. 1.2% of 220,000 active. HeLa Luc-Wee1K328M stability, luciferase luminescence; 100% = proteasome inhibitor MG132 effect. P30291;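 active means activation above the mean of all tested compounds plus 3 SD, set per screening run, cut at about 8.8% in these data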;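 further: cells exposed to compound for 20 h before luminescence read; 0% = DMSO alone and 100% = MG132 at 30 µM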
MDM2 E3 inh: inhibitors of human Mdm2 E3 ubiquitin ligase; cell-based MDM2 ubiquitination luciferase reporter, 2 h; 0 = plate control, 100 = twice control, blank-subtracted; signal enhancement, % at 5 µM; 0.11% of 210,000 active; AID 1230;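 active means signal enhancement of 30% or more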;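 further: luminescence tracks abundance of the self-degrading MDM2-luciferase fusion protein; higher signal means inhibition of MDM2 E3 ligase activity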
Target sequence (Q00987 whole entry, looked up, the tested form may be a part): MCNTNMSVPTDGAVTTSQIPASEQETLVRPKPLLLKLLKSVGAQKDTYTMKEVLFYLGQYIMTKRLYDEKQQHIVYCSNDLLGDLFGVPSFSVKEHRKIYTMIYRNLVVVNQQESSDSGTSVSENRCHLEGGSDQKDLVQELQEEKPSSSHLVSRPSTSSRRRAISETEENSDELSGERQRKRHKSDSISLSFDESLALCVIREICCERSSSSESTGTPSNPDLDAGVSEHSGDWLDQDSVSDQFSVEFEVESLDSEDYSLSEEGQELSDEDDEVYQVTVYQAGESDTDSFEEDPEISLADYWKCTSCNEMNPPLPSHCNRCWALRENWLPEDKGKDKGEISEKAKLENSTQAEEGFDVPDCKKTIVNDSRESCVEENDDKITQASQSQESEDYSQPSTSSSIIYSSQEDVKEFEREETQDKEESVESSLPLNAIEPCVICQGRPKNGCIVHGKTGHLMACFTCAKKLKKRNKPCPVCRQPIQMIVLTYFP
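test system = mammalian cells stably expressing self-ubiquitinating, self-degrading MDM2 E3–luciferase fusion | quantity = 2000 cells/well | incubation = cell settling 4 h, compound treatment 2 h, both 37 °C | signal = luminescence with SteadyLite reagent, 15 min at room temperature | evaluation = % enhancement relative to plate controls after blank subtraction | benchmarks = plate controls and plate blanks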
FXIIa inh 1536: factor XIIa (human) inhibition. P00748. purified FXIIa, Boc-QGR-AMC fluorogenic substrate, 2 h. inhibition, % at 5 µM. 0.3% of 220,000 active. AID 800; in the data active means inhibition above about 40%;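 further: 0% = enzyme with no compound and 100% = blank without enzyme; many of its hits are not listed in these tables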
eIF4E-4G inh: inhibitors of eIF4E and eIF4G interaction in translation initiation; P63073+Q04637; TR-FRET eIF4E-eIF4GI(517-606) binding, 2 h; AID 782; 0.37% of 220,000 active; inhibition, % at 21.7 µM;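 active means inhibition above about 30%, limit read from the data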;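 further: 0% = full FRET control wells and 100% = background wells lacking eIF4GI fragment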
14-3-3 Bad inh: disrupts binding of bovine 14-3-3 zeta to phospho-Bad peptide. 0.71% of 220,000 active. inhibition, % at 21.7 µM. AID 781. P63103. TR-FRET 14-3-3zeta/Dy647-pBad peptide displacement, 1 h;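 active means inhibition above about 70%, limit read from the data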;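 further: 0% = full 14-3-3 plus peptide FRET controls and 100% = background without 14-3-3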
* marks the source's active call; other numbers are inactive results; . = not tested or not shown; [ ] = dose if it differs, or a comment.

FXIa inh 1536 | hK5 inh | p97 inhibitor | SMILES | Rad51 HR inh | Wee1 degr inh | MDM2 E3 inh | FXIIa inh 1536 | eIF4E-4G inh | 14-3-3 Bad inh
10 | 1 | -5 | COC(=O)/C(C(C)=O)=C(\C=C\N(C)C)N(C)C | -6 | -1 | -12 | 18 | -8 | -8[fluorescence artefact?]
6 | 3 | -2 | Cc1csc(NC(=O)CSc2nnc(-c3ccoc3C)n2CCc2ccccc2)n1 | 8 | 0 | -12 | 8 | 3 | 5
-1 | -3 | -6 | Cc1ccc(OCCC(=O)OCC(=O)C(C)(C)C)cc1 | 7 | -1 | -11 | 9 | 4[fluorescence artefact?] | 5[fluorescence artefact?]
1 | -27 | 4 | C/C(O)=C/c1nc2ccccc2[nH]c1=O | . | 1 | . | 6 | 4 | -2[fluorescence artefact?]
9 | -41 | 6 | COc1ccc(C(=O)NN/C(C)=C/C(=O)C(F)(F)C(F)(F)C(F)(F)F)cc1 | . | 0 | . | 7 | -1 | -5
1 | -3 | 5 | COc1ccnc(-n2cccc2C=O)c1C#N | 12 | -3 | -7 | 12 | 0 | -19
2 | 10 | 4 | O=C(Cn1cnc2c(nnn2-c2ccc(F)cc2)c1=O)NCC1CCCO1 (configuration not stated) | 0 | 0 | -11 | 16 | -5 | 1
1 | 14 | -3 | Cc1ccc(S(=O)(=O)NNC(=O)C2COc3ccccc3O2)cc1C (configuration not stated) | 9 | 4 | -11 | 8 | -1 | -5
1 | 3 | 1 | CCOc1ncccc1C(=O)NCc1ccccc1Cl | 17 | -2 | -10 | 12 | 0 | -6
-6 | -7 | 3 | O=C(COC(=O)c1cccc(C(=O)OCC(=O)NC2CC2)n1)NC1CC1 | 5 | -3 | 1 | 0 | 3 | -12
1 | -9 | 0 | COc1ccc(Cl)cc1N(CC(=O)N1CCN(Cc2ccccc2)CC1)S(C)(=O)=O | -10 | -2 | -5 | 11 | -2 | -7
-4 | -6 | 4 | CC(C)(CNC(=O)C1CCCC1)CNC(=O)C1CCCC1 | 7 | 11* | -15 | -12 | 4 | 2
-7 | -4 | 3 | Cc1cc([N+](=O)[O-])nn1CC(=O)Nc1cccc2nonc12 | -8 | 1 | -2 | 11 | 10 | -3
5 | -10 | 13 | Cn1ccc(C(=O)Nc2ccc(Br)cc2Br)n1 | . | 1 | -16 | 10 | -1 | 0
-1 | 0 | . | COC(=O)CCCC1=CC2=C(c3ccccc3)C(=O)C(C)(OC(=O)C3CCCC3)C(=O)C2=CN1CCc1ccccn1 (configuration not stated) | -5 | . | 22 | 4 | 3 | 0
8 | -23 | 4 | CCOC(=O)c1c(NC(=O)C2=C(C)NC(=S)NC2c2ccccc2C(F)(F)F)sc(C)c1C (configuration not stated) | . | -1 | . | 9 | 9 | -12[fluorescence artefact?]
2 | 18 | 2 | COCc1nnc(NC(=O)c2ccc(S(=O)(=O)N(CC(C)C)CC(C)C)cc2)o1 | . | 0 | 4 | 12 | 0 | -8
3 | -1 | 2 | Cc1onc(-c2ccccc2)c1C(=O)N1CCN(C(=O)c2ccco2)CC1 | -6 | 0 | -2 | 11 | 0 | 2[fluorescence artefact?]
3 | -2 | 2 | COc1ccc(S(=O)(=O)N2CCC(C(=O)NCc3cccc(OC)c3)CC2)cc1 | 5 | -1 | -8 | -3 | 47* | -3
3 | -22 | -1 | CCOn1c(=O)c(-c2ccc(Cl)cc2)[n+]([O-])c2ccccc21 | -3 | 0 | 2 | 0 | -5[fluorescence artefact?] | 7[fluorescence artefact?]

The final 4 entries of the part above come first, to join the parts:
FXIa inh 1536 | hK5 inh | p97 inhibitor | SMILES | Rad51 HR inh | Wee1 degr inh | MDM2 E3 inh | FXIIa inh 1536 | eIF4E-4G inh | 14-3-3 Bad inh
2 | 18 | 2 | COCc1nnc(NC(=O)c2ccc(S(=O)(=O)N(CC(C)C)CC(C)C)cc2)o1 | . | 0 | 4 | 12 | 0 | -8
3 | -1 | 2 | Cc1onc(-c2ccccc2)c1C(=O)N1CCN(C(=O)c2ccco2)CC1 | -6 | 0 | -2 | 11 | 0 | 2[fluorescence artefact?]
3 | -2 | 2 | COc1ccc(S(=O)(=O)N2CCC(C(=O)NCc3cccc(OC)c3)CC2)cc1 | 5 | -1 | -8 | -3 | 47* | -3
3 | -22 | -1 | CCOn1c(=O)c(-c2ccc(Cl)cc2)[n+]([O-])c2ccccc21 | -3 | 0 | 2 | 0 | -5[fluorescence artefact?] | 7[fluorescence artefact?]
-1 | -8 | 3 | CC(C)(C)NC(=O)/C(=C\C=C\c1ccccc1)NC(=O)c1ccc([N+](=O)[O-])cc1 | 8 | 4 | 2 | 11 | 3 | 0
2 | 3 | -3 | COC(=O)c1ccccc1NC(=O)CN(c1cc(OC)ccc1OC)S(C)(=O)=O | -8 | -2 | -8 | 11 | . | .
0 | -16 | -4 | Cc1cccc(CSCc2nnc(N)s2)c1 | -8 | -2 | -7 | 9 | -1 | -4
11 | -21 | 2 | CCN(CC)S(=O)(=O)c1cc(C)c(C)cc1Br | 12 | -2 | 1 | -5 | 1 | -9
19 | -9 | -2 | C/C(=N\O)c1sc(-c2ccccc2)nc1C | 23 | 3 | -12 | 6 | 0 | -12
-1 | -6 | 5 | COc1ccc(N2C(=O)CC(Sc3nc4ccccc4s3)C2=O)cc1 (configuration not stated) | -3 | -2 | -11 | 1 | -1 | -7
1 | -2 | 5 | Cc1cc(C(=O)CCl)c(C)n1CC1COc2ccccc2O1 (configuration not stated) | -5 | -3 | -5 | 8 | -2 | -3
-1 | -32 | 4 | CN(C)c1ccc(/C=C/c2ccncc2)cc1 | -3 | 5 | -27 | 0 | 6 | -12
-15 | -11 | -1 | O=C(CSc1ncn(-c2ccccc2)n1)Nc1nc2c(s1)CCCC2 | -8 | 0 | -11 | 7 | 0 | -17
-3 | -4 | 7 | O=C(Nc1cccc(N2C(=O)C3C4C=CC(C4)C3C2=O)c1)c1cccs1 (configuration not stated) | 4 | 2 | -12 | 4 | -1 | -1

5 compounds from above, ordered by the value under p97 inhibitor, descending.
canonical_smiles | p97 inhibitor
CC(C)(CNC(=O)C1CCCC1)CNC(=O)C1CCCC1 | 4
CC(C)(C)NC(=O)/C(=C\C=C\c1ccccc1)NC(=O)c1ccc([N+](=O)[O-])cc1 | 3
CCOn1c(=O)c(-c2ccc(Cl)cc2)[n+]([O-])c2ccccc21 | -1
Cc1ccc(S(=O)(=O)NNC(=O)C2COc3ccccc3O2)cc1C (configuration not stated) | -3
COC(=O)/C(C(C)=O)=C(\C=C\N(C)C)N(C)C | -5

The list goes on.
FXIa inh 1536 | hK5 inh | p97 inhibitor | SMILES | Rad51 HR inh | Wee1 degr inh | MDM2 E3 inh | FXIIa inh 1536 | eIF4E-4G inh | 14-3-3 Bad inh
1 | 3 | 1 | O=C(C[n+]1ccc(/C=N/O)cc1)N(Cc1ccccc1)Cc1ccccc1 | 5 | -2 | -12 | 13 | -1 | -12
-5 | -5 | 1 | Cc1csc(SCC(=O)c2c(N)n(C)c(=O)n(C)c2=O)n1 | . | 4 | -15 | -11 | 4 | 5
7 | -17 | -1 | O=C(NCC(=O)N(CCc1ccccc1)C(C(=O)NC1CCCC1)c1cccnc1)c1ccco1 (configuration not stated) | . | 4 | -12 | 17 | 4 | -3
1 | -10 | 5 | COc1ccccc1Cc1nnnn1CC(=O)O | -2 | -1 | -11 | 12 | -5 | 5
4 | 3 | 2 | CC1=CC2=NC(=O)/C(=C/c3cccn3Cc3ccccc3)C(=N)N2O1 | . | -2 | -11 | 11 | -2 | -1
-7 | -10 | 4 | O=C(O)C1CC1C(=O)N1CCN(c2ccc(Cl)c(Cl)c2)CC1 (configuration not stated) | -2 | 0 | -11 | 0 | 3 | -2
12 | -10 | 3 | Cc1ccc(S(=O)(=O)Nc2cc3c(C(=O)Nc4ccccc4)c(C)oc3c3ccccc23)cc1 | -17 | 4 | -8 | 3 | 3 | 33
3 | 4 | 2 | C#CCOCCOCCOCCNc1nc(N2CCN(C(=O)[C@H]([C@@H](C)CC)n3cc([C@@H](N)CO)nn3)CC2)nc(N2CCN(C(=O)[C@H](CCCCN)n3cc([C@@H](N)C(C)CC)nn3)CC2)n1 (some centres not stated) | 8 | 7 | . | 12 | -2 | 26
1 | 2 | 1 | CCOC(=O)c1cc(CC)sc1NC(=O)Cc1ccccc1 | -3 | 4 | 10 | 8 | 4 | 1
3 | -3 | 2 | COc1ccc(C)cc1NC(=O)N1CCC(CO)(CC2CCCCO2)CC1 (configuration not stated) | -3 | 1 | -12 | 0 | 1 | -9

Retrieved by structure from above (2):
FXIa inh 1536 | hK5 inh | p97 inhibitor | SMILES | Rad51 HR inh | Wee1 degr inh | MDM2 E3 inh | FXIIa inh 1536 | eIF4E-4G inh | 14-3-3 Bad inh
1 | 2 | 1 | CCOC(=O)c1cc(CC)sc1NC(=O)Cc1ccccc1 | -3 | 4 | 10 | 8 | 4 | 1
1 | -10 | 5 | COc1ccccc1Cc1nnnn1CC(=O)O | -2 | -1 | -11 | 12 | -5 | 5

Next entries follow:
FXIa inh 1536 | hK5 inh | p97 inhibitor | SMILES | Rad51 HR inh | Wee1 degr inh | MDM2 E3 inh | FXIIa inh 1536 | eIF4E-4G inh | 14-3-3 Bad inh
0 | 3 | 13 | Cc1cc(C(=O)N/N=C/c2ccc(OC(=O)c3ccccc3Br)cc2)n[nH]1 | 2 | 2 | 1 | 10 | -1 | -8
0 | -6 | -7 | COc1ccc(CC(=O)n2[nH]c(=O)ccc2=O)cc1OC | -2 | 0 | -10 | 5 | 3 | 4
19 | -11 | 3 | COC(=O)c1ccc(COC(=O)CCC(=O)c2cccs2)cc1 | -29 | -3 | -33 | 25 | 3[fluorescence artefact?] | -3[fluorescence artefact?]
4 | -6 | -2 | CC(C)(CNC(=O)/C=C/c1ccc(F)cc1)CNC(=O)/C=C/c1ccc(F)cc1 | 0 | -1 | -15 | 5 | -1[fluorescence artefact?] | -4
